Bioassay records (PubChem)
MLLE-PAM2 inh: inhibitors of microRNA-mediated deadenylation, human PABP1 MLLE binding; P11940; GST-MLLE / FITC-PAM2 fluorescence polarization; inhibition, % at 20 µM; actives 0.36% (n = 360,000); AID 588489; in the data active means inhibition above about 35%, passing the limit was not always enough;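 further: plate controls were DMSO wells with GST-MLLE for no effect and wells lacking GST-MLLE protein for full effect; some results filed as inactive read as strong as hits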
MsrA act: activators of bovine methionine sulfoxide reductase A | AID 602163 | purified bovine MsrA, absorbance read-out | actives 0.3% (n = 360,000) | activation, % at 10.6 µM; in the data active means activation above about 7.5%;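 further: 0% = vehicle and 100% = reference activator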
TbMetRS inhib: Trypanosoma brucei MetRS inhibition. purified T. brucei MetRS, ATP depletion, Kinase-Glo luminescence. inhibition, % at 11.9 µM. actives 0.4% (n = 360,000);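 active means inhibition above a per-plate cutoff of the control wells' mean inhibition plus 3 SD, cut at about 5.5% in these data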;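 further: 0% = DMSO wells median and 100% = median of wells with control inhibitor compound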
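Test system – parasite MetRS enzyme · Reagent – substrates ATP, L-methionine and bulk Escherichia coli tRNA · Doses – 11.9 µM compound single dose, 0.9% DMSO · Times – 15 min enzyme-compound preincubation, 2 h reaction, 10 min detection, 25 °C · Signal – Kinase-Glo luminescence, ATP depletion format · Controls – DMSO-only wells as low control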
CSN deneddyl inh: blocks human CSN-mediated cullin deneddylation; Q92905; Purified CSN, SCF-Nedd8-OG deneddylation, fluorescence polarization; inhibition, % at 12.5 µM; actives 0.38% (n = 360,000); AID 651999;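 active means pattern-corrected inhibition above about 35%, with an unprinted fluorescence ratio check between 0.5 and 1.5, limit read from the data, passing the limit was not always enough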;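 further: 0% = enzyme with substrate and 100% = substrate without enzyme; some results filed as inactive read as strong as hits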
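Test system: purified human Csn5 enzyme expressed in HEK293T cells. Amount: 0.24 nM enzyme. Reagent: SCFSkp2-Nedd8OG substrate at 10 nM final. Schedule: 90 min incubation of compound, enzyme and substrate at room temperature. Detection: fluorescence polarization. Read-out: % inhibition of substrate cleavage by Csn5.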
eLon inh: inhibits E. coli Lon protease; purified E. coli Lon protease, fluorescence polarization; inhibition, % at 7.94 µM; actives 0.42% (n = 360,000); AID 602123; in the data active means inhibition above about 13%, passing the limit was not always enough;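 further: 0% = enzyme with probe and DMSO and 100% = no enzyme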
MsrA inhibitor: inhibits bovine methionine sulfoxide reductase A; purified bovine MsrA, absorbance read-out; inhibition, % at 15.5 µM; actives 0.75% (n = 360,000); in the data active means inhibition above about 4.5%;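 further: 0% = vehicle wells with enzyme and 100% = reference inhibitor wells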
Rin1-Abl PPI inh: inhibitors of human Rin1-Abl protein interaction; P00519+Q13671; TR-FRET Rin1/Abl binding, biochemical; inhibition, % at 7.35 µM; actives 0.4% (n = 360,000); AID 588664; in the data active means inhibition above about 5%, passing the limit was not always enough
Neddylation inh: cullin neddylation inhibition | P61081+Q13564 | TR-FRET cullin neddylation, biochemical | calls only at 25 µM | actives 0.58% (n = 360,000); in the data active means inhibition above about 36%
FAS-TE inh: blocks the thioesterase domain of human fatty acid synthase; inhibition, % at 15 µM; actives 0.67% (n = 360,000); recombinant FAS-TE, OMFH fluorogenic substrate, fluorescence endpoint; P49327;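 active means compounds whose normalised, plate-corrected inhibition of enzyme fluorescence in the single-dose primary screen is 50% or more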;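 further: 0% = DMSO with enzyme and 100% = substrate without enzyme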
Target sequence (P49327 whole entry, looked up, the tested form may be a part): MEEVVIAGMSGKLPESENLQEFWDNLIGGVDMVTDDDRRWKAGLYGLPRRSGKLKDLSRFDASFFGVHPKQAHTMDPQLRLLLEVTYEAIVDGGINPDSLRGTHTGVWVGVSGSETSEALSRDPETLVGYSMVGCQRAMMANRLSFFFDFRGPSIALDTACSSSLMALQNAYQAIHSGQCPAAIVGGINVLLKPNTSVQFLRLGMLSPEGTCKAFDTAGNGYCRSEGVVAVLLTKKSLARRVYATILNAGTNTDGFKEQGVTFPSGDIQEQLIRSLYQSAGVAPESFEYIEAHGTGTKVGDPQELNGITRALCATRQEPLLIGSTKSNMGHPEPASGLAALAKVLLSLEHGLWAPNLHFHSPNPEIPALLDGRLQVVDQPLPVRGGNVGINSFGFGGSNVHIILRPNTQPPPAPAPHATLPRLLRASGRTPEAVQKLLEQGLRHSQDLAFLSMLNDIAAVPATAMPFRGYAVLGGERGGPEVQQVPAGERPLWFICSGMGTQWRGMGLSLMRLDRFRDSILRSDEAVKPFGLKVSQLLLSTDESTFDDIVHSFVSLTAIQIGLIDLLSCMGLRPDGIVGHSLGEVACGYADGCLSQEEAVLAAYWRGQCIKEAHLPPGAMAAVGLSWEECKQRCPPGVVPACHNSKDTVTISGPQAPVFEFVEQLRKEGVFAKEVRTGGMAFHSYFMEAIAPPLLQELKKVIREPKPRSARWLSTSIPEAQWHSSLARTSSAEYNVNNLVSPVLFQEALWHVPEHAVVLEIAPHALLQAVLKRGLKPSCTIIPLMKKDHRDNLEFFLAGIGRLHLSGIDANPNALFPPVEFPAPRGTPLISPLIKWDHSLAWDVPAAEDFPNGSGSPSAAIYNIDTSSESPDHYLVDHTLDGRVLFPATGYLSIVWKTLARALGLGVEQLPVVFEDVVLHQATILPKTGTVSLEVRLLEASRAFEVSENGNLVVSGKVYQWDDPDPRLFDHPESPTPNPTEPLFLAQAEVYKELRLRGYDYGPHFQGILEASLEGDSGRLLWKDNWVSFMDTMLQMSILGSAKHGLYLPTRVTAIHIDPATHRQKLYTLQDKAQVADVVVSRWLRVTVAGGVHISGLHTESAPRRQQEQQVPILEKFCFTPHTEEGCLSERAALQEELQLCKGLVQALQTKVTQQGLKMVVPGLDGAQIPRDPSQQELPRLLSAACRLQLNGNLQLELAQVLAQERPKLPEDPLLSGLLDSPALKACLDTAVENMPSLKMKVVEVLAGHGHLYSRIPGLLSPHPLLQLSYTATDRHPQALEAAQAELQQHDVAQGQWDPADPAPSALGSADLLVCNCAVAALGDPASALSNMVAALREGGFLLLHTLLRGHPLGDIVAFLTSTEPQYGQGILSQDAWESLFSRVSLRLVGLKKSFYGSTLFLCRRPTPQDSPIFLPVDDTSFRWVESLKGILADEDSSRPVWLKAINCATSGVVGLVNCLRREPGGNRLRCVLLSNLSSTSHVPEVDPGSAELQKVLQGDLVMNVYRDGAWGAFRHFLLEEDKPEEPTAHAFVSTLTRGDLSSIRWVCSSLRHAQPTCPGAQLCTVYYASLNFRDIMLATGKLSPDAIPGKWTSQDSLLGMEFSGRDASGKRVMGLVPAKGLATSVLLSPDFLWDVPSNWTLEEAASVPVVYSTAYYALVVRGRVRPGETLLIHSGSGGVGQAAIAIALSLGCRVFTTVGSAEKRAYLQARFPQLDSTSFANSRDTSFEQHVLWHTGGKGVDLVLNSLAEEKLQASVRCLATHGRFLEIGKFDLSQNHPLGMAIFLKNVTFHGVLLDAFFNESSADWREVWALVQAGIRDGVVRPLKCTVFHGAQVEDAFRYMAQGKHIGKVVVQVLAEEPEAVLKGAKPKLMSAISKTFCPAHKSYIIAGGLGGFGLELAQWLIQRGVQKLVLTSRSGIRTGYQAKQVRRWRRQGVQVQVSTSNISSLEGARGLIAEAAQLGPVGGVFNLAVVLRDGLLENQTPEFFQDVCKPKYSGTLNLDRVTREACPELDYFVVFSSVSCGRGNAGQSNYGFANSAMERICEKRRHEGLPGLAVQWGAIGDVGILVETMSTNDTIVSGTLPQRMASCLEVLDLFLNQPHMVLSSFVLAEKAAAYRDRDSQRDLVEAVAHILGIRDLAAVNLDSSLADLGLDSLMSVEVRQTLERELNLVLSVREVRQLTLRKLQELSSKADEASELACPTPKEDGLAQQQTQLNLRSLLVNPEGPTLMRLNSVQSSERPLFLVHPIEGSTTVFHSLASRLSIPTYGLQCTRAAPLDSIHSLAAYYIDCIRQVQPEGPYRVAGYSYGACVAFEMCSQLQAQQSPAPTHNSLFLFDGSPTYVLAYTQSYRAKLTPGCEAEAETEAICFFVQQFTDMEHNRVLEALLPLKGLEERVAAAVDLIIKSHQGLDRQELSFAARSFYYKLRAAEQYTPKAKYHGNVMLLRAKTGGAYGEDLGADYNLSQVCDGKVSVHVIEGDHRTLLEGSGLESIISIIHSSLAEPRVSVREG
Active calls of the source: *; i = inactive; · = no result given.

(1) O=C(COc1ccccc1)Nc1ccccc1N1CCN(c2ccccc2)CC1
(2) COc1ccc(C2CC2/C(=N/O)c2ccccc2)cc1 (stereo not drawn)
(3) Cc1ccc(CNC(=O)C2CCCN(S(=O)(=O)c3c(C)noc3C)C2)cc1 (stereo not drawn)
(4) CCC(=O)N(Cc1ccco1)c1nc(-c2ccc(OC)cc2)cs1
(5) CC(NC(=S)Nc1ccccc1C(F)(F)F)C1CC2CCC1C2 (stereo not drawn)
(6) O=C(CCC1N=C2c3ccccc3N=C(SCc3ccccc3Cl)N2C1=O)NCc1ccco1 (stereo not drawn)
(7) CC(C)(C)c1nc2c(s1)CCc1onc(-c3ccc(Cl)cc3)c1-2
(8) N#Cc1ccc(Oc2ccc(C#N)c(C#N)c2)cc1C#N
Compound | 1 | 2 | 3 | 4 | 5 | 6 | 7 | 8
eLon inh | -11 | -3 | -8 | -1 | 4 | 3 | -5 | -11
Neddylation inh | i | i | i | i | i | i | i | i
MsrA act | 1 | -6 | -1 | -1 | -7 | -1 | -1 | -2
FAS-TE inh | 28 | -2 | -5 | 4 | 13 | 9 | 11 | 26
Rin1-Abl PPI inh | 1 | 2 | 4 | -1 | 5 | -9 | -3 | 2
CSN deneddyl inh | 0 | -7 | 3 | -3 | -4 | 3 | -4 | 1
MsrA inhibitor | -0.1 | 0.3 | 0.0 | -0.6 | -0.3 | -0.3 | -0.4 | -0.4
MLLE-PAM2 inh | 7 | -2 | 0 | -16 | 46* | 1 | 1 | -3
TbMetRS inhib | -0.5 | -0.8 | -0.6 | -0.5 | -0.9 | -0.1 | 0.0 | 0.4

(9) Cc1ccc(NC(=O)CCN2C(=O)C3C4CCC(C4)C3C2=O)cc1Cl (stereo not drawn)
(10) CN(CC(=O)O/N=C(\N)c1ccccn1)S(=O)(=O)c1ccc(Br)cc1
(11) COc1cc(C2C(C#N)=C(N)Oc3cc(C)n(CC4CCCO4)c(=O)c32)cc2c1OCO2 (stereo not drawn)
(12) CCCCN(C(=O)/C=C/c1ccco1)c1c(N)n(Cc2ccccc2)c(=O)[nH]c1=O
(13) CCOC(=O)CNC(=O)CSc1nnc(Cn2c(=O)sc3ccccc32)n1-c1ccccc1C
(14) Cc1cc(O)c(C(C)C)cc1NC(=S)Nc1cc(C(C)C)c(O)cc1C
(15) Cc1cccn2c(=O)nc(SCC(=O)N3CCOCC3)nc12
(16) CC(=O)NNC(=O)c1sc(=S)n(C)c1C
Compound | 9 | 10 | 11 | 12 | 13 | 14 | 15 | 16
eLon inh | 5 | -1 | -8 | 3 | -4 | -1 | -1 | 3
Neddylation inh | i | i | i | i | i | i | i | i
MsrA act | 0 | -2 | -6 | -3 | -4 | 4 | -3 | -1
FAS-TE inh | -1 | -4 | 3 | 1 | -3 | 7 | -5 | -2
Rin1-Abl PPI inh | -4 | 3 | 2 | -2 | 0 | 0 | 4 | -1
CSN deneddyl inh | -3 | 1 | -1 | -8 | 2 | -3 | 0 | 2
MsrA inhibitor | -1.6 | 0.9 | 0.4 | 1.2 | 0.4 | 0.7 | 3.3 | 0.1
MLLE-PAM2 inh | 0 | -5 | 5 | 3 | 7 | 35 | -1 | 10
TbMetRS inhib | -0.4 | -0.1 | 78* | -0.6 | 0.0 | -0.3 | -0.4 | -0.7

(17) COCCN(CC(=O)Nc1cccc(C)c1C)C(=O)Cc1cccs1
(18) O=C(c1ccc2c(=O)n3c(nc2c1)CCCCC3)N1CCN(c2ccc(Cl)cc2)CC1
(19) Cc1ccc2cc(NC(=O)Cc3ccccc3)ccc2n1
(20) O=C(Cn1ccc(NC(=O)OCc2ccccc2)nc1=O)NCC1CCCO1 (stereo not drawn)
(21) O=C(O)CCc1ccc(-c2ccc(Br)cc2)o1
(22) Cc1ccnc2nc(C(=O)OCC(=O)c3ccc(Cl)cc3)nn12
(23) COc1ccc(NC(=O)CSc2nnc(-c3cccs3)n2N)cc1S(N)(=O)=O
(24) O=C(CN1CCCCCC1)Nc1ccc(Br)cc1
Compound | 17 | 18 | 19 | 20 | 21 | 22 | 23 | 24
eLon inh | -2 | 7 | 3 | -8 | -9 | -27 | -15 | 0
Neddylation inh | i | i | i | i | i | i | i | i
MsrA act | -2 | -1 | -3 | 3 | -4 | 4 | -4 | -2
FAS-TE inh | -5 | 41 | -4 | -6 | -2 | -2 | -7 | -4
Rin1-Abl PPI inh | -1 | 1 | -1 | 8 | -9 | 0 | 6 | 0
CSN deneddyl inh | 1 | -3 | -2 | 2 | -4 | 5 | -2 | 7
MsrA inhibitor | -0.2 | 0.1 | -0.3 | 0.1 | -0.1 | 0.1 | 0.1 | -1.5
MLLE-PAM2 inh | -8 | 1 | -3 | -1 | 20 | 2 | -59 | -5
TbMetRS inhib | -0.3 | -0.5 | -0.3 | -0.2 | -0.4 | 0.0 | -0.4 | 0.2

(25) CCOc1ccccc1N1CCN(C2=C(NS(=O)(=O)c3cccs3)C(=O)c3ccccc3C2=O)CC1
(26) CC(=O)Nc1cccc(NC(=O)CSc2nccn2Cc2ccccc2)c1
(27) CCCc1c(-c2ccc(F)cc2F)ncn1Cc1cccc(-c2ccccc2)c1
(28) CCc1nc2c(c(SC)nn2-c2ccccc2)c(N)c1C(=O)OC
(29) CCC(=O)Nc1c(C)cc(C)cc1Cl
(30) Cc1cccnc1NC(=S)Nc1ncccc1C
(31) O=C(CN1CCCCCC1)Nc1ccc(S(=O)(=O)N2CCCCC2)cc1
(32) CC(C)Oc1ccc(C(=O)N2CCC(CCC(=O)NC3CC3)CC2)cc1
Compound | 25 | 26 | 27 | 28 | 29 | 30 | 31 | 32
eLon inh | 4 | -1 | · | 1 | -1 | 7 | 6 | -5
Neddylation inh | i | i | i | i | i | i | i | i
MsrA act | 6 | -4 | · | -5 | 1 | -13 | -2 | 2
FAS-TE inh | 41 | -2 | · | 15 | -4 | -6 | 0 | -5
Rin1-Abl PPI inh | -2 | -1 | · | 0 | 2 | -2 | 0 | -4
CSN deneddyl inh | 0 | 1 | -3 | -4 | -2 | 3 | -2 | -2
MsrA inhibitor | 2.6 | -1.1 | 0.7 | 0.2 | -0.5 | 1.2 | 0.3 | -2.1
MLLE-PAM2 inh | -2 | -46 | · | -4 | 2 | 34 | -2 | -8
TbMetRS inhib | -0.5 | -0.6 | 0.4 | -0.7 | 0.1 | -3.6 | -0.8 | 0.2

(33) CN(NC(=O)c1ccc(Cl)cc1)c1ncc(C(F)(F)F)cc1Cl
(34) Oc1cccc2c(NC(=S)Nc3ccc(SC(F)F)cc3)cccc12
(35) CCOC(=O)N1CCN(C(=O)Cc2ccccc2OC)CC1
(36) O=C1C2CC=CCC2C(=O)N1CNc1ccccc1 (stereo not drawn)
(37) CCN(CC)S(=O)(=O)c1cc(C(=O)OCC(=O)Nc2cccc(C)c2C)ccc1F
(38) CC(=O)NC1(c2ccccc2)CCN(c2cc(C)nc(-c3ccccc3)n2)CC1
(39) O=C1c2ccccc2C(=O)N1CCCOCc1c[nH]c(=O)[nH]c1=O
(40) Cc1cccc(NS(=O)(=O)c2cnc[nH]2)c1
Compound | 33 | 34 | 35 | 36 | 37 | 38 | 39 | 40
eLon inh | 5 | -1 | 5 | -1 | -5 | 0 | -5 | 10
Neddylation inh | i | i | i | i | i | i | i | i
MsrA act | -4 | -1 | -2 | -1 | -12 | -9 | 0 | 3
FAS-TE inh | 28 | 11 | -6 | -3 | 15 | 0 | -5 | -14
Rin1-Abl PPI inh | -4 | -9 | 0 | 0 | 0 | -5 | -2 | -1
CSN deneddyl inh | 1 | 15 | -5 | -2 | -11 | -3 | 4 | -7
MsrA inhibitor | 0.1 | 0.0 | 2.0 | -0.7 | 0.0 | -1.8 | -0.6 | 1.1
MLLE-PAM2 inh | -9 | 28 | 17 | 11 | -4 | -9 | 15 | -4
TbMetRS inhib | -0.3 | 0.2 | 0.1 | -1.3 | -1.2 | -1.4 | -0.4 | 0.6

(41) CCC(=O)Nc1c2c(nn1-c1ccc([N+](=O)[O-])cc1)CS(=O)(=O)C2
(42) CC(C)=NNc1nc(-c2ccccc2)cs1
(43) CC(=O)N(CCP(=O)(c1ccccc1)c1ccccc1)Cc1ccco1
(44) O=C(O)c1ccc(NC(=O)c2ccc(Cl)cc2)c(NC(=O)c2ccc(Cl)cc2)c1
(45) O=C(Nc1cccc(C(=O)NC2CCCC2)c1)c1ccccc1
(46) C[C@@H](C(=O)N1CCN(c2ccccc2)CC1)N1C(=O)C2CC=CCC2C1=O (stereo partly drawn)
(47) COc1ccccc1C=NN=Cc1ccccc1OC
(48) COc1cc(/C=C/C(=O)OCC(=O)Nc2ccc3c(c2)OCCO3)ccc1OCC#N
Compound | 41 | 42 | 43 | 44 | 45 | 46 | 47 | 48
eLon inh | 11 | -15 | 2 | -1 | -4 | -8 | -9 | -12
Neddylation inh | i | i | i | i | i | i | i | i
MsrA act | -3 | -3 | -3 | -7 | 0 | 3 | -4 | -2
FAS-TE inh | -2 | 8 | -6 | 30 | -2 | -3 | 10 | -2
Rin1-Abl PPI inh | 2 | -2 | -4 | -3 | -4 | 3 | 0 | 0
CSN deneddyl inh | -2 | -6 | -5 | 2 | -6 | 2 | -4 | 0
MsrA inhibitor | 2.3 | -0.6 | -1.8 | -0.4 | 1.4 | 0.1 | 0.9 | -0.5
MLLE-PAM2 inh | 3 | 13 | 10 | 6 | -2 | 4 | 0 | -18
TbMetRS inhib | -1.3 | -0.2 | -0.8 | 4.6 | 0.0 | 0.6 | 0.3 | 0.1

(49) CC(=O)N1CCN(c2ccccc2NC(=O)COc2ccc(Cl)cc2Cl)CC1
(50) CCOc1ccc(C(C)=O)cc1COc1ccc(-n2cnnn2)cc1
(51) C=CCN(c1ccc(C(=O)NCCSc2ccccc2)cc1)S(C)(=O)=O
(52) O=C(Nc1cccc(S(=O)(=O)N2CCCCC2)c1)c1cnccn1
(53) Cc1ccc(CC2(C)C(=O)Nc3ccc(OC(F)(F)F)cc32)cc1 (stereo not drawn)
(54) O=[N+]([O-])c1ccc(N2CCN(c3ccccn3)CC2)c(Cl)c1
(55) COc1ccc(C(=O)N/C(=C\c2ccc(-c3cccc([N+](=O)[O-])c3)o2)C(=O)NCCCN2CCOCC2)cc1
(56) O=C(Cn1c(NCCO)nc2ccccc21)NCCc1ccccc1
(57) CNC(=O)Cc1csc2ccc(C)cc12
Compound | 49 | 50 | 51 | 52 | 53 | 54 | 55 | 56 | 57
eLon inh | 2 | 2 | -5 | 1 | -5 | -3 | 3 | 1 | 0
Neddylation inh | i | i | i | i | i | i | i | i | i
MsrA act | -4 | -3 | -6 | -3 | 0 | -4 | -2 | -1 | -4
FAS-TE inh | 19 | 3 | -6 | -5 | 16 | 22 | 27 | -5 | -3
Rin1-Abl PPI inh | -2 | 1 | -4 | 0 | 0 | 2 | -8 | -1 | -2
CSN deneddyl inh | -2 | 3 | 3 | 0 | -1 | 3 | 4 | -2 | 8
MsrA inhibitor | 0.2 | 0.3 | 0.3 | 0.3 | 9.0* | 0.4 | 2.5 | 0.6 | 0.8
MLLE-PAM2 inh | 8 | -18 | -11 | -10 | -3 | -5 | -1 | -5 | -4
TbMetRS inhib | 0.1 | -0.1 | -1.5 | -0.8 | 0.0 | 3.1 | -0.3 | 0.2 | 0.1

3 compounds from above, showing only eLon inh, TbMetRS inhib and MsrA inhibitor.
cpd	structure	eLon inh	TbMetRS inhib	MsrA inhibitor
53	Cc1ccc(CC2(C)C(=O)Nc3ccc(OC(F)(F)F)cc32)cc1 (stereo not drawn)	-5	0.0	9.0*
49	CC(=O)N1CCN(c2ccccc2NC(=O)COc2ccc(Cl)cc2Cl)CC1	2	0.1	0.2
52	O=C(Nc1cccc(S(=O)(=O)N2CCCCC2)c1)c1cnccn1	1	-0.8	0.3
